Assay outcomes from PubChem.
TDP1 cell CPT = DT40-hTDP1 cell growth loss with CPT. chicken DT40 Tdp1-/-;hTDP1 cells + 20 nM CPT, ATP luminescence, 48 h. AID 686979. Potency, µM (doses to about 46.2 µM), for inactives: at the top dose activity change, negative = growth inhibition, hits mostly inhibitors. 420,000 compounds, 12% hits; further: nearly all actives have a fitted effect of over 55% in size
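Chicken DT40 Tdp1-/- cells complemented with human TDP1, 400 cells/well, exposed to compounds plus 20 nM camptothecin for at least 48 h at 37 C; viability read as ATP content by CellTiter-Glo luminescence.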
FEN1 inhibitor = blocks human flap endonuclease 1; P39748; Recombinant FEN1 flap cleavage, fluorescence, 15 min; Potency, µM (top dose mostly 114 µM), for the others: at the top dose activity change, negative = inhibition, usual class: inhibitors; 390,000 compounds, 0.35% hits; AID 588795; further: nearly all actives have a fitted effect of over 65% in size
Target sequence (P39748 whole entry, looked up): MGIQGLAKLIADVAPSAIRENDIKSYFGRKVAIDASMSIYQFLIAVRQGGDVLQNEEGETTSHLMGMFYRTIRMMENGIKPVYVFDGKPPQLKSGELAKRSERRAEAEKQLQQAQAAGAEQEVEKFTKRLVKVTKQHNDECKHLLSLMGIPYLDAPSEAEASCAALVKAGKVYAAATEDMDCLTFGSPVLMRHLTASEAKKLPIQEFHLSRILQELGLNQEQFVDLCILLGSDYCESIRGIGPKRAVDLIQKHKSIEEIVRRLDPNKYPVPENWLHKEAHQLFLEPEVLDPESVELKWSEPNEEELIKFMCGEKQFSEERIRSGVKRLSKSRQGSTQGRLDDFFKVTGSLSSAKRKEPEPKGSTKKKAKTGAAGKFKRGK
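Compounds are tested as a concentration series against 10 nM FEN1; after a 15 min room-temperature preincubation, 50 nM substrate starts cleavage, with plate reads at 0 and 15 min. Normalized responses are fitted by a Hill equation.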
N370S GC = N370S glucocerebrosidase modulation, Gaucher chaperone candidate | 330,000 compounds, 0.092% hits | AID 2101 | Potency, µM (titrated, usually from 59.4 µM), inactives show at the highest dose activity change, negative = inhibition, actives largely listed as inhibitors | N370S GC spleen homogenate, 4MU-glucoside fluorescence;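 further: 0% = full enzyme activity and -100% = no enzyme basal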
Numbers without * were called inactive; ? = inconclusive; nt = no result given; & = joins results of further samples; [ ] = dose if it differs, or a comment. The call rests on the fitted dose curve; in most records, active means well fitted curve in the direction sought with a large enough effect; inconclusive means small, poorly fitted or top-dose-only effect, or another doubt; inactive means no such curve, though single readings can be large; an effect the other way counts as inactive or inconclusive. Unless noted, on the % scale 0 is the no-effect control and ±100 the full control effect; potency means the concentration at half of the fitted maximal effect.

SMILES	TDP1 cell CPT	FEN1 inhibitor	N370S GC
CC(C)COc1ccc(C(=O)OCCN2CCOCC2)cc1	0%	2%	?
CN(C(=O)COC(=O)/C=C/c1cccs1)C1CCCCC1	-3%	-18%	nt
CC(C)Cn1c(SCC(=O)N2CCCCC2)nc2ccccc2c1=O	?	-3%	21%
CCOC(=O)C1=C(C)NC(=S)NC1c1ccc(OC(=O)c2ccco2)cc1 (stereo not drawn)	0%	-5%	-11%
O=[N+]([O-])c1ccccc1Oc1ncccc1[N+](=O)[O-]	-2%	-4%	-4%
Cc1ccc2c(c1)c1c(n2CC(O)Cn2nc(C)c(Br)c2C)CCCC1 (stereo not drawn)	?	-24%	nt
CC1CCN(C(=O)Nc2cccc(NC(=O)N3CCC(C)CC3)c2)CC1	-6%	3%	3%
O=c1c(C(c2ccc(Cl)cc2)c2c(O)nc3n(c2=O)CCCS3)c(O)nc2n1CCCS2	7%	-4%	-5%
C1CCN(Cc2nnnn2C2CCCC2)CC1	-3%	-1%	2%
COC(=O)c1ccc(NC(C)C(=O)OC)c([N+](=O)[O-])c1 (stereo not drawn)	1%	-20%	0%
CC1=C(C(=O)N2CCOCC2)C(c2ccc(OC(F)F)cc2)NC(=S)N1c1ccccc1 (stereo not drawn)	6%	7%	-6%
NS(=O)(=O)c1ccc(NC(=O)CN2C(=O)c3ccccc3C2=O)cc1	-23%	-2%	2%
COC(=O)c1ccc(C(=O)NC2CCCc3c2cnn3-c2cc(F)cc(F)c2)nc1 (stereo not drawn)	2.9µM*	1%	-17%
CCOC(=O)c1cc(-c2ccc(OC)c(S(=O)(=O)NC3CCCCC3)c2)on1	-2%	-13%	nt
O=C(O)c1ccc(NCc2nc3ccccc3n2Cc2ccccc2F)cc1	-15%	2%	3%
COc1cc(CNc2nc3ccccc3s2)cc(OC)c1OC	0%	1%	-7%
O=C1CCCc2ccccc2N1Cc1ccccc1Cl	?	-10%	2%
CCc1noc(C)c1C(=O)Nc1ccc(F)c(F)c1	-2%	0%	0%
CC(=O)N1CCN(c2ccc(NC(=O)c3ccc4c(c3)OCCO4)cc2)CC1	-21%	-2%	-1%
Cc1cc(C)cc(NC(=O)N(C)Cc2ccccc2)c1	0%	-17%	16%
Cc1cccnc1NC(=O)c1ccc2c(c1)OCCO2	1%	1%	-16%
C/C(=N\NC(=O)COc1cccc2ccccc12)c1cccs1	3%	2%	-9%
CC(=O)c1cccc(NC(=O)C2CC(=O)N(CCc3ccccc3)C2)c1 (stereo not drawn)	0%	-1%	-1%
O=C(N[C@H]1C/C=C\C(c2ccc(F)cc2)N(Cc2ccccc2)C(=O)C1)OCC1c2ccccc2-c2ccccc21 (stereo partly drawn)	18µM*	-6%	nt
O=C(Nc1ccc(N2CCOCC2)cc1N1CCOCC1)c1ccc(F)cc1	-26%	1%	nt

Of the compounds above, these contain an aryl methoxy group.
SMILES	TDP1 cell CPT	FEN1 inhibitor	N370S GC
CCOC(=O)c1cc(-c2ccc(OC)c(S(=O)(=O)NC3CCCCC3)c2)on1	-2%	-13%	nt
COc1cc(CNc2nc3ccccc3s2)cc(OC)c1OC	0%	1%	-7%

Next part
SMILES	TDP1 cell CPT	FEN1 inhibitor	N370S GC
CC1CN(C(=O)c2cc(S(=O)(=O)N3CCCC3)ccc2Cl)CC(C)O1 (stereo not drawn)	-19%	23%	-16%
CC(NCCS(=O)(=O)c1ccc(Cl)cc1)c1cccc(Cl)c1 (stereo not drawn)	0%	-6%	-4%
CCN(C(=O)COc1nc(C)cc(C)c1C#N)c1ccccc1	-13%	0%	-9%
COc1ccccc1NC(=O)CSc1nnc(CC(=O)Nc2cccc(C(F)(F)F)c2)n1C	?	-3%	3%
Cc1ccc(NS(=O)(=O)c2ccc(C(=O)N3CCOCC3)cc2)cc1	?	4%	1%
COc1cccc(NS(=O)(=O)Cc2ccccc2)c1	8%	4%	5%
Cn1c(SCC(=O)N/N=C/c2ccccn2)nnc1-c1ccccc1	4%	0%	1%
Nc1nnc(SCC(=O)Nc2ccc3c(c2)OCCO3)s1	?	0%	?
O=C(c1ccco1)c1cn(CCOc2ccc(Cl)cc2)c2ccccc12	?	19%	nt
Cc1ccc(N=CC2=C(O)CC(c3ccc(Cl)cc3)CC2=O)cc1 (stereo not drawn)	-8%	-4%	8%
O=[N+]([O-])c1ccc(Cl)c2c1C1C=CCC1C(c1ccccn1)N2 (stereo not drawn)	18µM*	-10%	-2%
CCN1C(=O)[C@H]2[C@@H](c3ccc(-c4cccc(Cl)c4)cc3)N[C@@](Cc3ccccc3)(C(=O)OC)[C@H]2C1=O	?	-6%	-5%
O=C1NC(c2ccc(Cl)cc2)=COc2ccccc21	0%	4%	4%
CC(C)(C)OC(=O)NCCCCCNC(=O)c1[nH]cnc1C(=O)Nc1cccc(Cl)c1	?	-9%	nt
O=C(CN1CCC(O)(c2ccccc2F)CC1)NCCc1c[nH]c2ccccc12	9%	-1%	-2%
Cc1cc(C(=O)O)ccc1NCc1cccnc1	8%	4%	-13%
CCCCNC(=O)Nc1ccccc1Br	4%	7%	-15%
O=C(Nc1ccc2ncccc2c1)c1cc(Cl)ccc1Cl	?	11%	-20%
O=C(Nc1cccc2ccccc12)c1ccc([N+](=O)[O-])cc1	-7%	2%	-11%
CCCS(=O)(=O)c1c(S(=O)(=O)CCC)c2c(C)cccn2c1C(=O)N/N=C/c1cc(O)cc(O)c1	0.82µM*	18%	-12%
NC(N)=Nc1nc(-c2ccccc2)c2ccccc2n1	26µM*	?	18%
COc1ccccc1C(=O)COC(=O)c1c(-c2ccccc2)noc1C	?	7%	8%
Cc1ccc2nc(N/N=C/c3ccco3)cc(C)c2c1	8.2µM*	-10%	9%
O=C(CCCC(=O)NN=Cc1cccc(O)c1)NN=Cc1cccc(O)c1	2%	-13%	nt
O=C(/C=C/c1cccc([N+](=O)[O-])c1)c1ccc2c(c1)OCCO2	?	9%	-28%

Record cards (already shown):
Shown for CCCS(=O)(=O)c1c(S(=O)(=O)CCC)c2c(C)cccn2c1C(=O)N/N=C/c1cc(O)cc(O)c1 : TDP1 cell CPT: 0.82µM*; FEN1 inhibitor: 18%; N370S GC: -12%
Shown for Nc1nnc(SCC(=O)Nc2ccc3c(c2)OCCO3)s1 : TDP1 cell CPT: ?; FEN1 inhibitor: 0%; N370S GC: ?

Single entries from the entries so far:
`COc1ccccc1C(=O)COC(=O)c1c(-c2ccccc2)noc1C` @ N370S GC = 8%
`Cn1c(SCC(=O)N/N=C/c2ccccn2)nnc1-c1ccccc1` @ N370S GC = 1%
`CC(C)(C)OC(=O)NCCCCCNC(=O)c1[nH]cnc1C(=O)Nc1cccc(Cl)c1` @ FEN1 inhibitor = -9%
`COc1ccccc1NC(=O)CSc1nnc(CC(=O)Nc2cccc(C(F)(F)F)c2)n1C` @ N370S GC = 3%
`O=C(Nc1ccc2ncccc2c1)c1cc(Cl)ccc1Cl` @ N370S GC = -20%

New compounds follow
SMILES	TDP1 cell CPT	FEN1 inhibitor	N370S GC
Cc1nnc(SCC(=O)N(CC(C)C)C2CCS(=O)(=O)C2)s1 (stereo not drawn)	-3%	0%	nt
CC1=C(C(=O)O)N2C(=O)[C@@H](NC(=O)[C@H](N)c3ccccc3)[C@H]2SC1	?	nt	-5%&5%
NS(=O)(=O)c1ccc(NC(=S)Nc2ccc(Br)c(Cl)c2)cc1	?	-8%	-8%
CC(=O)NC1C(OC2OC(CC(O)C3OC([N+]4=CCC(=O)NC4=O)C(O)C3O)C(O)C(O)C2NC(=O)/C=C/CCCCCCCCC(C)C)OC(CO)C(O)C1O (stereo not drawn)	0.11µM*	nt	-1%
CN(C(=O)c1cncc(Br)c1)C1C2CC3CC(C2)CC1C3 (stereo not drawn)	-16%	-2%	-3%
C/C(CC(=O)Nc1ccc(N(C)C)cc1)=N\NC(=O)c1ccccn1	?	5%	1%
CCOC(=O)C1=C(C)N=C2SCCC(=O)N2C1c1cc(Br)ccc1OC (stereo not drawn)	-5%	-5%	nt
Cc1ccc(C(=O)Nc2sc3c(c2C(=O)O)CCCCC3)o1	?	-11%	7%[2.35 µM]
O=C(NCc1ccccc1Cl)c1ccc(Nc2nc3ccccc3n3nnnc23)cc1	?	13%	nt
COC(=O)C(CCSC)NC(=O)c1cc2c(n(-c3ccccc3)c1=O)CCCC2=O (stereo not drawn)	-7%	-9%	24%
CC(C)CN1CCc2nc(N3CCN(C)CC3)ncc2C1	-13%	-2%	nt
Cc1cc(S(=O)(=O)NCC(c2ccco2)S(=O)(=O)c2cccs2)ccc1F (stereo not drawn)	?	-2%	nt
CC(c1nnc(SCC(=O)Nc2ccc3[nH]c(=O)[nH]c3c2)n1Cc1ccccc1)N(C)C (stereo not drawn)	-1%	-20%	5%
N#CC1=C(c2ccc(-c3ccccc3)cc2)COC1=O	-5%	1%	-1%
O=C(N/N=C/c1ccc(Cl)cc1)c1cc(-c2cccnc2)nc2ccccc12	?	18%	-5%
C=C1CCN([C@H](C(=O)NCc2ccc(Cl)cc2)C(C)C)S(=O)(=O)c2ccccc21	12%	7%	2%
Nc1ccc(C(=O)NCCCSc2ccccc2)cc1[N+](=O)[O-]	?	1%	-2%
CCCOc1ccc(CN(C(=O)Cc2coc3ccc(CC)cc23)C2CCS(=O)(=O)C2)cc1 (stereo not drawn)	?	4%	nt
O=S(=O)(c1ccccc1)N1CCN(Cc2cc3c(cc2Br)OCCO3)CC1	?	9%	nt
CCN(CC)CCN1C(=O)C(=O)/C(=C(/O)c2c(C)[nH]c(C(=O)OC)c2C)C1c1ccccc1OC (stereo not drawn)	-15%	-9%	-3%
Cc1ccccc1C(=O)NCCSc1ccccc1	0%	-8%	4%
O=C(CN1CCN(Cc2ccccc2Cl)CC1)N/N=C/c1ccco1	18%	7%	-8%
COc1ccc([N+](=O)[O-])cc1NC(=O)CC1SC(=Nc2cccc(C)c2C)N(/N=C(\C)c2ccc(C)cc2)C1=O (stereo not drawn)	13%	-2%	7%
O=C1CC2(CCN(C(=O)c3cccc(F)c3)CC2)Oc2ccccc21	-28%	-4%	-1%
CCOC(=O)[C@H]1[C@H]2COc3ccc(Br)cc3[C@H]2N2C(=O)CN(Cc3ccc(Cl)cc3)C(=O)[C@@]12C	?	-1%	nt
Carrying on.
SMILES	TDP1 cell CPT	FEN1 inhibitor	N370S GC
COCC(=O)N1CCC2(CC1)CCN(C(=O)Nc1cccc(F)c1)CC2	9%	nt	7%
COc1ccccc1NC(=O)COc1ccc(C(=O)OCC(=O)N(C(C)C)C(C)C)cc1OC	?	-5%	4%
CCc1ccccc1NC(=O)Cn1c(=O)n(-c2cccc(C)c2)c(=O)c2c1c1cc(OC)ccc1n2C	?	15%	nt
O=C1c2cccnc2C(O)N1Cc1ccco1 (stereo not drawn)	1%	5%	1%
C=CCN1C(=O)/C(=C2/Sc3ccc(OC)cc3N2C)SC1=Nc1cccc(O)c1	-30%	-4%	-25%
O=C(NCc1ccccc1)c1cc(S(=O)(=O)N2CCC3(CC2)OCCO3)ccc1F	?	7%	9%
CC(=O)NC(C)C(c1cccs1)N1CCN(c2ccccc2)CC1 (stereo not drawn)	3%	-3%	5%
CCOc1ccc(-c2c(C(=O)N/N=C/c3ccc(O)cc3)nnn2-c2nonc2N)cc1	5%	-8%	-9%
Cc1sc(N)nc1-c1cccc([N+](=O)[O-])c1	4%	-12%	nt

The list is partial (hit frequency here may not be typical).
